Source: PubChem (The Scripps Research Institute Molecular Screening Center)
CHO parental Ca: ATP-evoked calcium signal inhibitors, parental CHO, primary screen, counter-screen for OX1R antagonist project, cell-based, fluorescence, Fluo-8 calcium dye; parental CHO-K1, ATP-induced calcium, Fluo-8 fluorescence; inhibition, % at 5.6 µM; actives 0.63% (n = 330,000);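 active = inhibition above that plate's mean sample inhibition plus 3 SD, cut at about 26% in these data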;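 note: 0% = ATP-challenged DMSO wells and 100% = DMSO wells without ATP; some compounds past the cut are filed as inactive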
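Measured by: calcium-sensitive Fluo-8 fluorescence / Test system: CHO parental line / Controls: ATP-challenged DMSO wells low, unchallenged DMSO wells high / Measure: % inhibition / Compound: single nominal dose of 5.6 µM per compound / Replicates: single well per compound, no replicates / Reagent: ATP as calcium-mobilizing challenge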
V1aR counter: agonists of human V1a receptor, primary screen, counter-screen for OXTR agonist project, fluorescence, CHO-V1R cells | Vasopressin V1a receptor (Homo sapiens), P37288 | Fluo-8 calcium fluorescence, agonist mode; 0% DMSO, 100% 3 nM vasopressin | activation, % at 3 µM | actives 0.25% (n = 320,000) | AID 2797, 2010;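 active = activation above the mean activation of all tested compounds plus 3 SD, per screening run, cut at about 20% in these data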;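 note: signal is peak over basal fluorescence ratio across a 100 second FLIPR read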
Target sequence (P37288 whole entry, looked up): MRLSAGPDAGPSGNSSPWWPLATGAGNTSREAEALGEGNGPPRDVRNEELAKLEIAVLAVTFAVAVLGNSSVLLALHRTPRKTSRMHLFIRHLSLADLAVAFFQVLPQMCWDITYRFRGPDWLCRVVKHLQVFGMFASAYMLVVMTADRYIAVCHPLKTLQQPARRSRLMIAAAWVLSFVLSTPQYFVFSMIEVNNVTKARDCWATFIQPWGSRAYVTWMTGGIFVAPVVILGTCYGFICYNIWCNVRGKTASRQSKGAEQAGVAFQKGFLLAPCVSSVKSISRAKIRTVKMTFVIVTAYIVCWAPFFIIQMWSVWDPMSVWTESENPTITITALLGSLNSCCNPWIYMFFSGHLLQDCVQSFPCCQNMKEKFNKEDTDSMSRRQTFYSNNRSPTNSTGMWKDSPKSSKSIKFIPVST
OXTR potentiator: human OXTR potentiators, primary screen, fluorescence, CHO-OTR cells, Fluo-8 calcium. Fluo-8 calcium fluorescence, potentiator mode; 0% = oxytocin EC15, 100% = EC100. actives 0.061% (n = 320,000). activation, % at 3 µM. AID 2445, 2010. Oxytocin receptor (Homo sapiens), P30559;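 active = activation above that plate's cutoff, the mean activation of tested compounds plus 3 SD, cut at about 6.6% in these data, passing the limit was not always enough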;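 note: 100% uses oxytocin at 75 nM as the full agonist control; some results filed as inactive read as strong as hits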
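System: human OTR in CHO cells; Also added: sub-maximal oxytocin, roughly EC15; Timing: compound 6 min at room temperature before oxytocin, 100 s read; Technique: Fluo-8 intracellular calcium fluorescence, ex 470-495, em 515-575 nm; Controls: oxytocin EC15 low and EC100 high; Replication: singlicate.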
CHO-K1 Ca antag: nonselective inhibitor or artifact in parental CHO-K1 cells. actives 0.6% (n = 360,000). inhibition, % at 3 µM. ATP-induced calcium, Fluo-8 fluorescence;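 active = inhibition above a per-plate cutoff, the plate's mean sample inhibition plus 3 SD, cut at about 24% in these data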;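 note: 0% = DMSO plus EC80 ATP and 100% = DMSO alone without ATP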
GPR7 antag: GPR7 receptor antagonists, primary screen, cell-based, fluorescence, single concentration; Neuropeptides B/W receptor type 1 (Homo sapiens), P48145; GPR7-expressing cells, fluorescence antagonist assay; inhibition, % at 4.4 µM; actives 1.1% (n = 290,000); in the data active = inhibition above about 16%, passing the limit was not always enough;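 note: cells stimulated with the agonist NPW; 0% = agonist with vehicle and 100% = vehicle without agonist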
Target sequence (P48145 whole entry, looked up): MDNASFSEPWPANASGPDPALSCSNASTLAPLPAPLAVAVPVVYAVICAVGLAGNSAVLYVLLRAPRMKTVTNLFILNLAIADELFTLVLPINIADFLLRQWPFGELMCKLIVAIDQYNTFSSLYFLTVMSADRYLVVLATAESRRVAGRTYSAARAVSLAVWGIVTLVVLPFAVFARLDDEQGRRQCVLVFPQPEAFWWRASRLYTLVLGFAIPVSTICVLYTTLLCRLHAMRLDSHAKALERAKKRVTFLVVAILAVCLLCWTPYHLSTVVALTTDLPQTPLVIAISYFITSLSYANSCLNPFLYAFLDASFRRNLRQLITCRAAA
OXTR ag: human OXTR agonists, primary screen, fluorescence, CHO-OTR cells, Fluo-8 calcium | Oxytocin receptor (Homo sapiens), P30559 | Fluo-8 calcium fluorescence; normalized: DMSO 0%, oxytocin 100% | activation, % at 3 µM | actives 0.32% (n = 320,000) | AID 2435, 2010;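 active = activation above the mean of all tested compounds plus 3 SD, cutoff set per screening run, cut at about 20% in these data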;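 note: peak over basal fluorescence ratio from a 100 s FLIPR kinetic read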
CHO-K1 Ca ag: counter-screen for M1 agonists: effect in parental CHO-K1 cells. Fluo-8 calcium fluorescence; scaled to maximal ATP response, vehicle zero. actives 0.48% (n = 360,000). AID 602248, 2012. activation, % at 3 µM; in the data active = activation above about 15%;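 note: untransfected CHO-K1 host cells lacking M1 receptor as counterscreen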
M1 PAM parental: nonselective calcium activators in parental CHO-K1 cells, primary screen, counter-screen for M1 PAM project, cell-based, Fluo-8 calcium fluorescence, full deck, 1536-well | ATP EC20; 0% at ATP EC20, 100% at ATP max | activation, % at 3 µM | actives 0.02% (n = 360,000) | AID 602247, 2012;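 active = activation above the run cutoff, the mean activation of all test compounds plus 3 SD, cut at about 40% in these data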;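 note: peak over basal fluorescence ratio in a 140 s read after ATP addition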
TAAR1 antag: human TAAR1 antagonists, primary screen, Fluo-8 calcium fluorescence, CHO RD-HGA16 cells | antagonist | actives 1.5% (n = 360,000) | Trace amine-associated receptor 1 (Homo sapiens), Q96RJ0 | inhibition, % at 3 µM;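 active = inhibition above a per-plate cutoff, the mean inhibition of test compounds on that plate plus 3 SD, cut at about 49% in these data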;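 note: 0% = DMSO plus EC80 beta-PEA response and 100% = DMSO alone without agonist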
Target sequence (Q96RJ0 whole entry, looked up): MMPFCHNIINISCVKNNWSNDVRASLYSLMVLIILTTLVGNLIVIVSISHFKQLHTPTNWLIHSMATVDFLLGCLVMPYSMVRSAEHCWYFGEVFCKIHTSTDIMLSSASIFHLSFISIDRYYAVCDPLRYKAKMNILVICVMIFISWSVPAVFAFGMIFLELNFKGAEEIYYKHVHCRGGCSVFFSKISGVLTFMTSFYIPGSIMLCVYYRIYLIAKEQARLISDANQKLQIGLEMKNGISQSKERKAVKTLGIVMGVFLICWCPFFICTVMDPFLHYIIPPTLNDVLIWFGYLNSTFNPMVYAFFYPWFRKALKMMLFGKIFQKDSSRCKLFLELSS
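Test system: RD-HGA16 CHO cells with stable hTAAR1 and Gα16 / Probe or stimulus: EC80 β-phenethylamine stimulus / Times: seeding 17-24 h prior, 75-min 37 °C, 30-min RT dye loading / Detection: Fluo-8 calcium-sensitive fluorescence / Read-out basis: % inhibition scaled between DMSO and EC80 PEA controls / Repeats: singlicate, one well per test compound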
* = called active by the depositor; nt = not tested or not shown.

Second line of a record – OXTR ag, V1aR counter, M1 PAM parental, OXTR potentiator, CHO-K1 Ca antag, CHO-K1 Ca ag, GPR7 antag, TAAR1 antag, CHO parental Ca
> C[C@H]1CN([C@@H](C)CO)C(=O)CCCn2nncc2CO[C@H]1CN(C)C(=O)Nc1cccc(Oc2ccccn2)c1
    nt, nt, -3, nt, 2, -0.5, nt, -5, nt
> COc1ccc(-c2nn(CCC(=O)O)cc2/C=C/C(=O)O)cc1[N+](=O)[O-]
    -1.6, -0.1, 22, -6, -6, 0.1, -6, 0, -1
> COc1ccc(N(Cc2nnc3n2CCCCC3)C(=O)Nc2ccccc2)cc1
    -1.1, 0.0, 1, -6, 1, -0.4, 4, 12, -1
> NC(=O)C[C@@H]1N[C@]2(C(=O)Nc3ccccc32)[C@@H]2C(=O)N(C3CCCCC3)C(=O)[C@H]12
    1.6, 0.5, 19, -1, 1, 0.4, -7, 4, 12
> CC(=O)Nc1ccc(NC(=O)COc2ccc([N+](=O)[O-])cc2)cc1
    0.1, 1.6, 13, -5, 4, -0.1, 2, -12, 7
> CCCCCCCc1c(O)nc(SCC(=O)O)[nH]c1=O
    -0.1, 0.2, 14, -4, -10, 1.1, -8, 14, 4
> COc1ccc(/C=C2\SC(=N)N(c3ccc(F)cc3)C2=O)cc1OC
    -1.9, -0.7, 11, -10, -7, 3.9, 15, 8, -12
> Cc1cccc(N2CCN(C(=O)c3cnn4c(C(F)F)cc(-c5ccccc5)nc34)CC2)c1C
    0.0, 0.3, -8, -8, 21, -0.2, -16, -9, -20
> CC(C)CCNC(=O)COC(=O)c1cc(Br)c(Br)s1
    -1.9, 0.7, 8, -11, -14, 1.3, -3, -29, -20
> Cc1cccc(NC(=O)C2CCN(S(=O)(=O)c3c(C)noc3C)CC2)c1
    -0.3, 0.8, 16, -2, -13, 3.6, -8, -3, 1
> COc1ccc(NC(=O)c2sccc2OS(=O)(=O)N(C)C)cc1
    -0.6, 0.3, 18, -7, -4, 1.4, -9, 21, -24
> O=C(c1ccco1)N1CCN(C(=S)Nc2ccccc2C(F)(F)F)CC1
    0.2, 1.4, -3, -6, 7, 0.0, 16, -3, -11
> Cc1cc(Cl)ccc1OCC(=O)N(Cc1ccco1)C1CCS(=O)(=O)C1 (stereo not drawn)
    2.0, 1.8, -12, -6, -6, 3.5, 4, -15, -34
> CCN(CC(=O)Nc1c(F)cccc1F)C(=O)CSc1nnc(-c2ccco2)n1CC
    -1.1, -0.6, 19, -11, -8, 1.7, -11, -13, -10
> N#CC1=C(N)OC2=C(CC/C2=C\c2ccccc2Cl)C1c1ccccc1Cl (stereo not drawn)
    0.0, 0.3, -10, -8, 0, 2.0, -6, -6, -5
> Cc1c(Cl)cccc1S(=O)(=O)N1CCC(C(=O)NNC(=O)C2CC2)CC1
    1.1, 0.7, 17, 0, 0, 1.4, 1, 12, -12
> Nc1c(Cl)ncnc1N1CCN(c2ncnc(Cl)c2N)CC1
    0.0, 0.7, -9, -6, 12, -0.1, -7, 15, -5
> CCc1cc(C(=O)c2ccc(Br)cc2)c(NC(=O)CN(CC)CC)s1
    0.2, 0.9, -5, 5, 4, -0.3, -38, -29, -36
> CSCCC(NC(=O)c1ccco1)C(=O)Nc1ccc(C)c(S(=O)(=O)N2CCOCC2)c1 (stereo not drawn)
    -0.9, 0.3, 5, -5, -7, 0.6, nt, -6, -7
> O=C(CSc1nnc(CNC(=O)C23CC4CC(CC(C4)C2)C3)n1-c1ccc(F)cc1)Nc1ccc(F)cc1
    0.3, 0.6, 22, -3, -7, 0.8, -4, -30, -10
> COc1ccc(N2CCN(S(=O)(=O)c3ccc(Br)s3)CC2)cc1
    -2.4, -1.1, -3, -3, 17, -0.4, -4, 0, -10
> COC(=O)Cc1csc(Nc2ccccc2)n1
    -1.0, 1.0, 15, -5, -18, 0.4, -2, -23, 0
> COc1ccc(NS(=O)(=O)c2cccc(C(=O)N/N=C(\C)c3ccc(-n4ccnc4)cc3)c2)cc1
    0.8, 1.2, 12, -10, -6, 0.3, -10, 10, -19
> Cc1sc2ncn(-n3c(C)ccc3C)c(=O)c2c1C
    -2.5, -0.6, -1, -17, 2, 0.1, -17, -10, -10
> COc1cccc(-c2ccc(=O)n(CC(=O)Nc3cc4c(cc3NC(C)=O)OCCO4)n2)c1
    0.4, -0.2, 11, -1, -1, 0.4, -8, nt, -11
> CCCNC(=O)C1CNc2ccccc2O1 (stereo not drawn)
    1.0, 0.2, 14, -9, -13, 0.4, 6, 0, -7
> O=C(CN1CCN(C(=O)c2ccc(OCc3cn4ccccc4n3)cc2)CC1)Nc1cccc(F)c1
    6.3, 7.8, 0, -6, -8, 3.2, nt, 10, -13
> COc1ccc(NS(=O)(=O)c2ccc(-c3coc(C)n3)cc2)c(OC)c1
    7.9, 8.7, -12, -14, 1, 10, 6, 28, -4
> O=C(NCc1cccnc1)OC1CC2CC1[C@H]1CCCCN1C2=O (stereo partly drawn)
    nt, nt, -4, nt, 0, 0.7, nt, -6, nt
> CCCOc1ccc(CNC(=O)C2CCN(c3nn4c(=O)cc(C)nc4s3)CC2)cc1
    -0.9, 0.2, -10, 2, 8, -1.4, -9, -15, -32
> CCCCn1c(/N=C/c2c[nH]c3ccccc23)nc2ccccc21
    -0.9, 0.3, 24, 0, -12, 2.6, 1, -12, -1
> CN(C)c1ccc2nc3ccc(=O)cc-3sc2c1
    nt, nt, 4, nt, -9, 0.2, nt, -1, nt
> CC1CCCCC12NC(=O)N(CC(=O)N1CCN(c3ccccc3)CC1)C2=O (stereo not drawn)
    2.7, 0.9, -4, -1, 13, -0.3, nt, -1, -10
> CCCN(CC(=O)Nc1ccccc1C)C(=O)c1ccc(N2CCCC2=O)cc1
    0.7, 1.0, 10, 7, -18, 1.0, nt, 15, -5
> O=C(Nc1ccccc1N1CCN(C(=O)c2ccc(Cl)cc2)CC1)c1cccc([N+](=O)[O-])c1
    -0.4, 5.5, 2, -12, 1, 3.0, 5, 51*, -14
> O=C(NCC1CCCO1)c1cncc(Br)c1 (stereo not drawn)
    0.1, -0.6, 19, -8, -17, 0.8, -2, 7, -8
> CC(C)Oc1ccc(F)cc1-c1cc(C(=O)N2CCc3ccccc3C2)[nH]n1
    nt, nt, 5, nt, -5, 1.8, nt, 32, nt
> CC1(C)CC(=O)C=C(NCCc2ccc(S(N)(=O)=O)cc2)C1
    0.0, 0.5, 20, -8, -8, 0.5, -7, 5, -6
> Nc1cc(=O)[nH]c(SCc2ccccc2)n1
    nt, nt, -6, nt, 10, 0.1, nt, -5, nt
> O=C(Cn1c(=O)n(-c2ccc(F)cc2)c(=O)c2sccc21)N1CCCC1
    -0.5, -0.1, -8, -5, -16, -0.1, -12, 4, -5
> Cc1ccc(NC(=O)CCS(=O)(=O)c2cccc3nonc23)c(Br)c1
    0.1, 0.8, 21, -2, -14, 0.9, -12, -5, -15
> O=C(c1cc2ccccc2o1)N(Cc1ccco1)Cc1cccs1
    -1.0, -0.1, -12, -11, 9, -0.1, nt, 18, -26
> CC(C)[C@H](NC(=O)[C@H](Cc1ccccc1)n1c(=O)[nH]c2ccccc2c1=O)C(=O)N1CCC[C@@H]1C(=O)O
    -0.1, 0.5, 15, -3, -2, -0.2, -6, -8, 1
> COc1cc2c(cc1OC)C(C)N(C(=O)Cn1ncc3c1-c1ccccc1OC3)CC2 (stereo not drawn)
    3.5, 2.0, 5, -12, 3, 0.5, -11, -13, -5
> C=CCNC(=O)N1CCC(CO)(Cc2ccc(Cl)cc2)CC1
    1.4, 0.7, -5, 3, -5, 0.9, -5, 0, -13
> Cn1cc(S(=O)(=O)NCc2cccs2)c(=O)n(C)c1=O
    1.2, -0.9, 11, -3, -4, 0.7, -14, -9, 0
> CN(C)C(=O)N1CCN(C(=O)N(C)C)CC1
    0.1, 0.2, -6, -12, 14, -0.1, 2, -12, -1
> O=C(NC1CCCCC1)c1ccccc1NC(=O)C1CC(=O)N(c2ccccc2)C1 (stereo not drawn)
    -2.0, 0.2, 14, -8, -8, -0.6, -18, -10, -23
> O=C(CSc1ccc(-c2ccccc2)nn1)NCC1CCCO1 (stereo not drawn)
    -1.6, -1.2, 7, 0, -5, 1.0, -8, -17, 0
> C=CCN1C(=O)C(Cc2cccc(Cl)c2)S/C1=N/N=C/c1ccco1 (stereo not drawn)
    -0.7, 1.4, 18, -7, -23, 1.6, -12, 16, -24
> CC(C)CNC(=O)C1CCN(Cc2ccc(OCc3ccccc3)cc2)CC1
    3.1, 2.6, 22, 0, -10, 3.7, 12, -2, -19
> COc1cc(OC)cc(C(=O)N(Cc2cc3cc(C)ccc3[nH]c2=O)C(C)C)c1
    -2.0, -1.3, -5, -13, 10, -0.2, -7, -17, -10
> CSc1ccc(NC(=O)c2cccnc2)cc1C#N
    1.0, 1.3, 13, -3, 0, 0.8, 0, -1, 0
> CC(=O)c1c[nH]c(C(=O)NCC2CCCO2)c1 (stereo not drawn)
    1.3, 0.4, 5, 4, -1, -0.5, -5, 2, -6
> COc1ccccc1NC(=O)c1c(C)nn(-c2ccccc2)c1Cl
    -0.4, -1.1, 13, 1, -10, 1.7, -17, 38, -10
> O=C(NCC1CCCO1)c1cc(C(=O)C2CCCCC2)c[nH]1 (stereo not drawn)
    0.8, 0.8, -3, -8, -2, 6.1, -5, 3, -10
> NC(=O)c1ccc(NC(=O)CN2C(=O)NC3(CCCCCCC3)C2=O)cc1
    1.0, 1.0, 19, 0, -14, 0.3, nt, -1, -5
> CNCCC=C1c2ccccc2CCc2ccccc21
    12, 6.0, 16, -13, 4, 0.8, 0, 2, -4
> O=C(CSc1nc2ncccc2[nH]1)Nc1ccc2c(c1)OCCO2
    -2.3, -2.2, 3, -18, 1, 0.0, -19, -15, -18
> CC1CCN(c2ccc3c(c2)S(=O)(=O)c2cccc(C(=O)NCc4ccc(F)cc4)c2C3=O)CC1
    5.2, 4.1, 17, -2, -12, 3.3, nt, 38, -14
> Cc1csc(NC(=O)CCc2c(C)nc3cc(-c4ccc(Cl)cc4)nn3c2C)n1
    0.7, 0.6, 3, -3, -5, 0.3, -1, -4, -4
> O=C(NNC(=O)c1ccccc1-n1cccc1)c1ccccc1
    -0.1, 1.0, -8, -10, 12, 4.2, -9, -12, -7
